GSK3beta inhib: human GSK3beta kinase inhibition | 300,000 compounds, 0.038% hits | GST-GSK3beta kinase, ADP-Glo luminescence, 60 min; active compounds read low | P49841 | activity score (negative = inhibition), % at 10 µM;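 active = more than half of replicate wells score below -50%, meaning over 50% inhibition versus plate controls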;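 note: 0% = median DMSO wells and -100% = median GW8510 positive control wells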
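Test system: GST-fused GSK3beta enzyme, cell-free | Quantity: 1.6 ng GST-GSK3beta enzyme per well | Reagent: 25 µM ATP with peptide substrate | Schedule: 60 min enzyme reaction, room temperature | Signal: Luminescent ADP-Glo measurement of ADP formed | Read-out basis: Score relative to plate controls | Control set: DMSO and 20 µM GW8510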
PolyA inh: inhibitors of polyadenylation in S. cerevisiae; S. cerevisiae SKY197-pL101 polyadenylation reporter, beta-gal luminescence; efflux-impaired pdr1/pdr3 knockout yeast; score 100 = 6 SD above DMSO; calls only at 12 µM; 300,000 compounds, 0.02% hits; AID 1875;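 active = lowest replicate activity score at least 50, where 100 means six control SD above control mean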;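 note: yeast exposed to compound for 9 h at 30 °C; higher score means more reporter readthrough which indicates perturbed polyadenylation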
KCNQ1 inh: blocks the human KCNQ1 potassium channel; P51787; 310,000 compounds, 1.3% hits; AID 2642; CHO-K1 KCNQ1, FluxOR thallium flux fluorescence; active compounds read high; B-score at 10 µM;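 active = compounds whose thallium flux B-score, printed positive for inhibition, exceeds three library SD while starting fluorescence stays within three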;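 note: channel opened by potassium depolarization with thallium stimulus after 20 min compound exposure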
DYRK1A inh: blocks rat Dyrk1A kinase activity; Q63470; ADP-Glo luminescence, NFATc1 peptide; inhibition, % at 12.5 µM; 310,000 compounds, 0.43% hits; AID 504441; in the data active = inhibition above about 50%;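 note: plate controls were vehicle with enzyme for no effect and no enzyme for full effect; many of its hits are not listed in these tables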
KCNK3 inh: human KCNK3 channel inhibition, primary screen | O14649 | CHO-KCNK3 thallium flux, FluxOR fluorescence; active compounds read low | B-score at 10 µM | 340,000 compounds, 0.84% hits;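 active = B-score under library mean minus 4 SD, starting fluorescence ratio at most library mean plus 5 SD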;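 note: more negative B-score means stronger inhibition of thallium flux through KCNK3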
Target sequence (O14649 whole entry, looked up): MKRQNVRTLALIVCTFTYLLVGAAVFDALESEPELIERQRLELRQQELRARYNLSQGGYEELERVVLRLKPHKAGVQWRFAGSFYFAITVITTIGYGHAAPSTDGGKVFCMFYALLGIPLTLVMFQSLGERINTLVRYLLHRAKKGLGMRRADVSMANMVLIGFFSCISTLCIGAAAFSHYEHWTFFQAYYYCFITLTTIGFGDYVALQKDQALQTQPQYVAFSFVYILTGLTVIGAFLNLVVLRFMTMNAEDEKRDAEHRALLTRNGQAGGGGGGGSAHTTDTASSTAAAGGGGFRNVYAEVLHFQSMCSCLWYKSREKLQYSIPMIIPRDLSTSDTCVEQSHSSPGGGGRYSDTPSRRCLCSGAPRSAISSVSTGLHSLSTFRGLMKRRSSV
GSK3 alpha inh: inhibitors of human GSK-3 alpha kinase; P49840; ADP-Glo luminescence, 60 min; inhibition, % at 10 µM; 320,000 compounds, 0.1% hits;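 in the data active = inhibition above about 50%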;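 note: GST-tagged GSK-3 alpha with peptide substrate and 25 µM ATP; 0% = DMSO neutral wells and 100% = GW8510 positive control wells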
KCNK9 inh: blocks the human KCNK9 two-pore domain potassium channel. Q9NPC2. HEK293 KCNK9, FluxOR thallium flux fluorescence; active compounds read low. B-score at 10 µM. 310,000 compounds, 1.2% hits. AID 488922;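 active = ratio B-score over 3 SD below the library mean, with starting fluorescence within 5 SD of its mean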;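 note: negative B-score means less thallium flux so channel inhibition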
Target sequence (Q9NPC2 whole entry, looked up, the tested form may be a part): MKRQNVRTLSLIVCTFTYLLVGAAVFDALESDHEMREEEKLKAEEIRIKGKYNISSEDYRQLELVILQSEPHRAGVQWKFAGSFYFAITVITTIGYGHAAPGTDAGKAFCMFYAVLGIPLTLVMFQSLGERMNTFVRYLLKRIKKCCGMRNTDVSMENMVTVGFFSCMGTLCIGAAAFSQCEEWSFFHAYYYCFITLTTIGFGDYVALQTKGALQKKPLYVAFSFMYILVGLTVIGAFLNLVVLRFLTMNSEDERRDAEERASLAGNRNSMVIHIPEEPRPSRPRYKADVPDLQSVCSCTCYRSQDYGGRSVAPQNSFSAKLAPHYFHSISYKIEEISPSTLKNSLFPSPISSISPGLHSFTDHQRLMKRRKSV
KCNQ1 pot: potentiates or activates the human KCNQ1 potassium channel; P51787; CHO-K1 KCNQ1, thallium flux FluxOR fluorescence; active compounds read high; B-score at 10 µM; 310,000 compounds, 0.35% hits; AID 2648;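 active = fluorescence ratio B-score, a plate-corrected score, at least three library SD, with initial intensity B-score within 5 SD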
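Test system: CHO-K1 cells stably expressing KCNQ1 / Medium: assay buffer / Also added: depolarizing K+/Tl+ stimulus, K2SO4 and Tl2SO4 each 12.5 mM in 5x stock / Incubation: 90 min dye loading and 20 min compound exposure, both at room temperature / Signal: thallium influx via FluxOR fluorescence, kinetic imaging / Evaluation: B score of baseline-normalized fluorescence ratio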
RGS4 act: potentiators or activators of RGS4; HEK293 M3R/inducible RGS4, carbachol calcium flux Fluo4; active compounds read low; B-score at 10 µM; 310,000 compounds, 0.92% hits;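 active = B-score of the integrated calcium signal more than 4 SD below the library mean, with starting fluorescence not abnormally high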;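 note: negative B-score means reduced calcium response which marks RGS4 activation or potentiation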
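Detection: kinetic calcium fluorescence imaging with Fluo4-AM dye, 2 µM / Material: HEK293 cells with stable M3R and inducible RGS4 / Schedule: recording 10 s baseline at 1 Hz, 100 s post-agonist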
hERG rescue: shields human hERG channel from block by proarrhythmic agents. activation (rescue from dofetilide block), less the hit threshold, % at 10 µM. 310,000 compounds, 0.51% hits. AID 1511. CHO-hERG, FluxOR thallium flux, dofetilide IC70 present;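 active = activation above the mean of controls blocked by dofetilide plus 5 SD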;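 note: thallium influx through hERG after potassium depolarization seen as dye fluorescence rise; in these data hits start at about 4.7%; inactives centre near -7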
RGS4 block: human RGS4 inhibition; B-score at 10 µM; 310,000 compounds, 0.45% hits; HEK293 M3R/RGS4 inducible, Fluo-4 calcium flux; active compounds read high; triggered by carbachol at its EC20; P49798; AID 463165;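 active = B-score, a plate-corrected calcium signal, over three deviations above library mean, with baseline fluorescence within five deviations of library mean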;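 note: RGS4 expression induced by doxycycline in cells with stable M3 receptor; B-score is computed from the integrated fluorescence ratio over baseline after carbachol; higher B-score means a larger calcium signal and so more RGS4 inhibition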
Target sequence (P49798 whole entry, looked up): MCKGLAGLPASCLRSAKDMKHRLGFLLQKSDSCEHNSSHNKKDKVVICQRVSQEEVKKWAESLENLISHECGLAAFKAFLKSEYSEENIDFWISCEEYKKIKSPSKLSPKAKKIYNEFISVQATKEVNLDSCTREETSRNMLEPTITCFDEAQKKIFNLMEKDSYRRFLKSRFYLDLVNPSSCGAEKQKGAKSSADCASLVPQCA
An asterisk follows results filed as active; i = inactive; nt = no result given.

Values run as follows: KCNK3 inh	GSK3 alpha inh	KCNQ1 pot	GSK3beta inhib	DYRK1A inh	KCNK9 inh	KCNQ1 inh	PolyA inh	RGS4 block	hERG rescue	RGS4 act
Cc1cccc(C)c1N(Cc1ccccc1F)S(C)(=O)=O
    i	-3.7	i	0.2	2.5	i	i	i	i	-10.0	i
CC(C)Oc1ccc(C(CC(=O)O)n2cnnn2)cc1 (stereo not given)
    i	-2.8	i	-3.9	0.4	i	i	i	i	-2.4	i
NS(=O)(=O)c1ccc(CNC(=O)/C=C/c2ccco2)cc1
    i	-0.9	i	-0.6	5.4	i	i	i	i	-10.0	i
Cn1ncc(N=Cc2ccccc2)c1C(N)=O
    i	0.9	i	-1.2	0.1	i	i	i	i	-7.3	i
COc1ccccc1-c1noc(-c2ccccc2C(=O)NCC2CCCO2)n1 (stereo not given)
    i	1.4	i	-0.8	-2.9	i	i	i	i	-18.0	i
COCCn1c(-c2ccc(Cl)cc2)nc2c(c(=O)c3ccccc3n2C)c1=O
    nt	1.7	i	3.0	nt	i	i	i	i	-3.2	i
Cc1ccc(NC(=O)CS(=O)CC(=O)NCC2CCCO2)cc1 (stereo not given)
    i	-1.6	i	-1.0	6.6	i	i	i	i	-8.1	i
Cc1cccc(NS(=O)(=O)c2csc(C(N)=O)c2)c1
    i	-1.3	i	-19.3	-1.9	i	i	i	i	-7.2	i
CN1C(=O)CC(c2cn(Cc3ccccc3)c3ccccc23)C1=O (stereo not given)
    i	-0.1	i	0.2	1.0	i	i	i	i	-10.7	i
O=S(=O)(Nc1ccc(O)c2ccccc12)c1ccc(OC(F)(F)F)cc1
    i	6.1	i	1.6	nt	i	i	i	i	-5.4	i
CCOC(=O)C1C(c2ccccc2)C(C(=O)OCC)S(=O)(=O)C(CCN(CC)CC)S1(=O)=O (stereo not given)
    i	-1.4	i	-1.2	-0.3	i	i	i	i	-8.8	i
COc1cc(C(=O)N(C)C2CCCCC2)ccc1OC1CCN(C(C)=O)CC1
    i	0.9	i	0.4	-2.5	i	i	i	i	-6.8	i
O=C(Nc1ccc(S(=O)(=O)NC2=NCCCCC2)cc1)c1ccccc1Cl
    i	-1.3	i	0.9	-3.1	i	i	i	i	-18.8	i
O=C(O)CC(c1ccc(C(F)(F)F)cc1)N1Cc2ccccc2C1=O (stereo not given)
    i	-2.9	i	0.6	-8.2	i	i	i	i	-5.2	i
O=C1[C@@H]2CSCN2C(=O)CN1Cc1ccccc1F
    i	-0.4	i	-1.8	-7.1	i	i	i	i	-8.2	i
COc1ccc(C)cc1-n1c(N)c(C#N)c(C#N)c1-c1ccc(OC)c(OC)c1OC
    i	-0.9	i	-4.4	-11.9	i	i	i	i	-5.4	i
O=C(c1cccc(C(F)(F)F)c1)N1CCN(CCc2ccccc2)CC1
    i	-2.1	i	-4.3	nt	i	i	i	i	-2.8	i
CN(C)C(CNC(=O)CCc1nc2sc3c(c2c(=O)[nH]1)CCCC3)c1ccccc1 (stereo not given)
    i	-1.7	i	-1.5	2.8	i	i	i	i	-11.8	i
CCc1ccc(NC(=O)Cc2ccc(NC3=NC4CS(=O)(=O)CC4S3)cc2)cc1 (stereo not given)
    i	1.3	i	2.8	-3.2	i	i	i	i	-7.1	i
C#CCOc1nc(OCC#C)nc(OCC#C)n1
    i	-1.8	i	0.4	-8.5	i	i	i	i	-4.6	i
Cc1ccc(O)c(NC(=O)c2cc(-c3ccccc3)on2)c1
    i	-1.7	i	1.6	7.5	i	i	i	i	-2.6	i
O=[N+]([O-])c1ccc(C=Nc2ccc(Cl)cc2Cl)s1
    i	-0.8	i	-3.2	-1.5	i	i	i	i	-11.4	i
CCc1c(C)nc2c(-c3ccccc3)c(-c3ccccc3)[nH]n2c1=O
    i	-1.4	i	6.0	-6.4	i	i	i	i	-4.6	i
Cc1ccc(NS(=O)(=O)c2ccc3c(c2)n(C)c(=O)n3C)cc1
    i	-0.1	i	5.2	-5.1	i	i	i	i	-8.1	i
Cc1ccc(CSCC(=O)N(C)CC(=O)Nc2c(Cl)cccc2Cl)cc1
    i	2.3	i	3.6	0.9	i	i	i	i	-11.0	i
CC(OC(=O)C1CCN(S(=O)(=O)c2ccc(F)cc2)CC1)C(=O)NC1CCCCC1C (stereo not given)
    i	-0.8	i	2.4	15.4	i	i	i	i	-9.7	i
COCCC(=O)N1CCC(Oc2ccc(C(=O)NCc3nccn3C)cc2)CC1
    i	0.0	i	-0.8	1.8	i	i	i	i	-4.5	i
NC(=O)c1ccc(Oc2ccc(-c3nnco3)cc2)c([N+](=O)[O-])c1
    i	1.6	i	2.9	8.3	i	i	i	i	-3.6	i
CCc1cccc(C)c1N(C(=O)Cn1c(CO)nc2ccccc21)C(C)COC (stereo not given)
    i	0.6	i	0.0	-7.1	-9.35*	i	i	i	-14.4	i
COc1ccccc1NC(=O)C(=O)NNC(=O)COc1ccc2ccccc2c1
    i	-0.9	84*	1.0	-6.6	i	i	i	i	55.6*	i
O=[N+]([O-])c1ccc(N2CCN(Cc3ccc4c(c3)OCO4)CC2)nc1
    i	-2.8	i	-4.2	6.8	i	i	i	i	-1.9	i
O=C(O)C1CC=CCC1C(=O)N1CCN(c2nc(-c3ccccc3)c3ccccc3n2)CC1 (stereo not given)
    i	-2.1	i	-1.7	2.1	i	i	i	i	-7.1	i
COC(=O)c1scc(C)c1NC(=O)Nc1ccccc1
    i	6.0	i	2.7	-6.1	i	i	i	i	-1.6	i
Cc1cccc(/C=C2\Sc3ccc(C(=O)N4CCC(C)CC4)cc3N(C)C2=O)c1
    i	-2.7	i	-1.0	7.7	i	i	i	i	-11.1	i
O=C(Nc1cccnc1)c1ccc(F)c(S(=O)(=O)N2CCOCC2)c1
    i	-0.2	i	-0.6	-4.5	i	i	i	i	-1.9	i
Cc1cccc(NC(=S)NNC(=O)CC(C)O)c1C (stereo not given)
    i	0.4	i	2.8	-1.1	i	i	i	i	-3.8	i
COC(=O)c1ccc(S(=O)(=O)N2C3CCC2CC(NC(=O)C2CC2)C3)cc1 (stereo not given)
    i	-0.7	i	3.0	nt	i	i	i	i	2.2	i
CC(=O)N1CCN(S(=O)(=O)c2cccc(C(=O)NNC(=O)COc3ccc(Cl)cc3C)c2)CC1
    i	-1.1	i	0.2	-1.2	i	i	i	i	-15.7	i
O=C(NCc1ccco1)c1cc(-c2ccc3c(c2)OCO3)on1
    i	nt	i	-0.6	2.5	i	i	i	i	-4.4	i
CC1Nc2ncnc(N3CCOCC3)c2N(Cc2ccc(Cl)cc2)C1=O (stereo not given)
    i	-1.3	i	6.2	nt	i	i	i	i	-2.6	i
O=S1(=O)N=C2CCCCCN2C(c2ccccc2)N1 (stereo not given)
    i	0.4	i	-0.9	-0.5	i	i	i	i	-19.6	i
O=C(NC(=S)Nc1ccc(Cl)cn1)C(c1ccccc1)c1ccccc1
    i	-2.4	i	3.3	2.0	i	i	i	i	-4.7	i
COc1ccc(OC)c(NC(=O)N2CCCC(C(=O)c3ccccc3OC)C2)c1 (stereo not given)
    i	-1.6	i	2.0	-2.4	i	i	i	i	-24.5	i
COC(=O)c1c(NC(=O)CCS(=O)(=O)c2ccccc2)sc2c1CCN(C)C2
    i	1.3	i	-1.3	-3.0	i	i	i	i	-5.6	i
Clc1ccc(CNC2CCCC2)cc1
    i	6.2	i	1.1	-4.4	i	i	i	i	-10.2	i
COc1cccc(-c2cc(C(=O)Nc3ccc(N(C)C(C)=O)cc3)c3cc(Br)ccc3n2)c1
    i	-3.4	i	-1.0	5.1	i	10*	i	i	-4.0	i
NS(=O)(=O)c1ccc(NC=C2C(=O)OC3(CCCCC3)OC2=O)cc1
    i	nt	i	-1.9	-3.9	i	i	nt	i	-9.7	i
O=C(C1CCC1)N1CCc2cc(S(=O)(=O)NCC3COc4ccccc4O3)ccc21 (stereo not given)
    i	-0.6	i	-1.5	-3.7	i	i	i	i	-6.6	i
O=C(CCNC(=O)c1ccccc1)Oc1ccc([N+](=O)[O-])cc1
    i	-1.6	i	-2.0	-2.4	i	i	i	i	-10.1	i
Cc1nc2ccccc2c(=O)n1CCc1ccccc1
    i	-0.1	i	1.2	9.1	i	i	i	i	-8.8	i
Cc1ccc(C(=O)CC2(O)C(=O)N(C)c3ccccc32)o1 (stereo not given)
    i	0.0	i	0.5	-0.1	i	i	i	i	-8.3	i
COc1cc([N+](=O)[O-])ccc1-c1ccc(/C=N/NC(N)=O)o1
    i	0.2	i	-1.6	6.0	i	i	i	i	-3.4	i
Fc1ccc(Nc2nc(Oc3ccccc3F)nc(N3CCCC3)n2)cc1
    i	-2.2	i	-4.3	5.5	i	i	i	i	-8.2	i
COC(=O)Cn1c(=O)oc2ccc(C)cc21
    i	0.0	i	1.5	-4.7	i	i	i	i	-1.6	i
C/C(Cc1ccccc1)=N\NC(=O)CNC(=O)c1ccc(Cl)cc1
    i	-4.1	i	0.0	-4.1	i	i	i	i	-7.8	i
CCSc1nn2c(=O)c3ccccc3nc2s1
    i	1.2	i	0.7	-4.5	i	i	i	i	-7.5	i
CCCCC(CC)C(=O)Nc1cc(C(=O)NCCC)ccc1N1CCC2(CC1)CC(c1cccc(Br)c1)=NO2 (stereo not given)
    i	-3.5	i	0.8	-22.0	i	i	i	i	-23.6	i
O=C(COC(=O)/C=C/c1ccccc1)NCCNC(=O)COC(=O)/C=C/c1ccccc1
    i	-1.8	i	nt	-9.1	i	i	i	i	-3.9	i
CCc1nc2c(sc3nc4c(cc32)COC(C)(C)C4)c(=O)n1Cc1ccccc1
    i	-1.1	i	0.5	-0.6	i	i	i	i	-6.4	i

Assay outcomes from PubChem.

Some of the compounds tested; count on the stated rates, not on these rows.
